Screening results: PubChem BioAssay, several laboratories
eIF4E-4G inh: inhibitors of eIF4E and eIF4G interaction in translation initiation | inhibition, % at 21.7 µM | TR-FRET eIF4E-eIF4GI(517-606) binding, 2 h | hit rate 0.37% among 220,000 | P63073+Q04637;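 further: 0% = full FRET control wells and 100% = background wells lacking eIF4GI fragment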
Target sequence (P63073 whole entry, looked up, the tested form may be a part): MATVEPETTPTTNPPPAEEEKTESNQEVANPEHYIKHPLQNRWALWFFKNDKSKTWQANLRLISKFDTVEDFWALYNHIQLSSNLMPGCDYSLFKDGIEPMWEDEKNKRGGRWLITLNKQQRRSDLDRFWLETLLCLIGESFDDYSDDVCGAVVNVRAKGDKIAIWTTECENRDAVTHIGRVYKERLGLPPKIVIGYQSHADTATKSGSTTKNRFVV
Target sequence (Q04637 whole entry, looked up, the tested form may be a part): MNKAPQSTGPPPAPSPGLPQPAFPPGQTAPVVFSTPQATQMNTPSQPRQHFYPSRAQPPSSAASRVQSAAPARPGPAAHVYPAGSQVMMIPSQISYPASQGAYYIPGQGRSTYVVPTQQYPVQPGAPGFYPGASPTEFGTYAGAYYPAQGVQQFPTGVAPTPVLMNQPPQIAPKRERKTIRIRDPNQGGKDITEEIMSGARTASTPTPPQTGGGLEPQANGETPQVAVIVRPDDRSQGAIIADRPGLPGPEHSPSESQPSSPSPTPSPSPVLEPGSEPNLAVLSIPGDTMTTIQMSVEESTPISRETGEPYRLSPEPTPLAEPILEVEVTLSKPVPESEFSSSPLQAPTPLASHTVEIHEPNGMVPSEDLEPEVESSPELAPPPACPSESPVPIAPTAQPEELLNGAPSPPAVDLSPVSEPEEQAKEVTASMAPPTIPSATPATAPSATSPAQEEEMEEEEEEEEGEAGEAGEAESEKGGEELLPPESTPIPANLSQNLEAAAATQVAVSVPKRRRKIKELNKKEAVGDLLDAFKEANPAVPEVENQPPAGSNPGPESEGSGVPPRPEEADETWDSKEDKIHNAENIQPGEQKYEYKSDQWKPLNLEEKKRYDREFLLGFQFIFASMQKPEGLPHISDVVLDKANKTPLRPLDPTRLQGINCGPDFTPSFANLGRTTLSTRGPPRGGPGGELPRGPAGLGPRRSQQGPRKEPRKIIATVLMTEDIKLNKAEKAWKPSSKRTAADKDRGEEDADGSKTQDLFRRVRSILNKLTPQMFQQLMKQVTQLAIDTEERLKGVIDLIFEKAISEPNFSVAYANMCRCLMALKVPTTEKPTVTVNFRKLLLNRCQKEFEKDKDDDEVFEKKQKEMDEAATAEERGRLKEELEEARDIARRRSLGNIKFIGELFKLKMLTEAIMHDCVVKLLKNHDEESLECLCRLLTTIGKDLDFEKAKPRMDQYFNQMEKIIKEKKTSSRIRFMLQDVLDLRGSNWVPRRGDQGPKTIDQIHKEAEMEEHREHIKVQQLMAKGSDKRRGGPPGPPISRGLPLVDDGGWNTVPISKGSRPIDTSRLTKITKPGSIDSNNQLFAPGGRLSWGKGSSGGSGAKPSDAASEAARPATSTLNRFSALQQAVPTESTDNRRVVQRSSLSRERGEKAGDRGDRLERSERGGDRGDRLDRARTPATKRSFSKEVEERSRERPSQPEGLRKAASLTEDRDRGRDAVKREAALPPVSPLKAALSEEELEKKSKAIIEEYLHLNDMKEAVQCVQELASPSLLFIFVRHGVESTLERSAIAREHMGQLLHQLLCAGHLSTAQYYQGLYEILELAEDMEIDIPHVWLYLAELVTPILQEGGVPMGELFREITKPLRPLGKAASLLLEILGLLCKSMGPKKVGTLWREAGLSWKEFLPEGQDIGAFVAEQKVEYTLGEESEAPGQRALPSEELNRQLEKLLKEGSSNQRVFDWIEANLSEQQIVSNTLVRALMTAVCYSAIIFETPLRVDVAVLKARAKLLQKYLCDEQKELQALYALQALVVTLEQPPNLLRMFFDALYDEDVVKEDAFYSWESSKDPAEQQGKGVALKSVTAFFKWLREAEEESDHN
EBV gp42 inh: inhibitors of Epstein-Barr virus glycoprotein 42; hit rate 0.42% among 220,000; Fluorescence polarization binding assay, mP read-out; AID 1085; inhibition, % (tested at 21.74 µM); Q1HVG2; in the data active means inhibition above about 50%
p47phox inh: blocks human p47phox regulatory protein of NADPH oxidases; P14598; p47phox/p22phox peptide binding, fluorescence polarization, 2 h; inhibition, % at 24.7 µM; hit rate 0.53% among 220,000;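 further: 0% = p47phox with labelled peptide and 100% = labelled peptide alone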
14-3-3 Bad PPI: disrupts binding of bovine 14-3-3 zeta to phospho-Bad peptide. AID 781. P63103. TR-FRET 14-3-3zeta/Dy647-pBad peptide displacement, 1 h. hit rate 0.71% among 220,000. inhibition, % at 21.7 µM;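 active means inhibition above about 70%, limit read from the data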;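 further: 0% = full 14-3-3 plus peptide FRET controls and 100% = background without 14-3-3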
KCC2 mod: modulates chloride dependent transport by human KCC2 | Q9H2X9 | KCC2 cells, thallium flux FluoZin-2 fluorescence | B-score of Tl+ flux slope (higher = more flux/activation; lower = inhibition) at 10 µM | hit rate 2.2% among 190,000 | AID 1456;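 active means thallium flux slope and its plate-corrected score both differing from the plate sample mean at a set confidence after two filtering rounds, in either direction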;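 further: slope of fluorescence scaled to starting intensity during 10 to 20 s after thallium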
Rad51 HR inh: Rad51 (human) homologous recombination inhibition; Q06609; hRad51 DNA strand exchange, fluorescence dequenching; inhibition, % at 10 µM; hit rate 0.085% among 200,000;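 active means inhibition above 40% at the single screening dose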;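 further: 0% = DMSO control wells and 100% = blanks with heterologous ssDNA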
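Material: human Rad51–ssDNA filaments; Probe or stimulus: labelled 47-mer dsDNA for strand exchange; Doses: single 10 µM dose; Incubation: 37 °C 15-min filament assembly, 30-min compound preincubation, 15-min exchange; Technique: FRET fluorescence dequenching, excitation 485 nm, emission 520 nm; Measure: Fluorescence-based percent inhibition, control- and blank-normalised; Benchmarks: plate control and blank wells.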
hK5 inh: inhibitors of human kallikrein 5. Q9Y337. recombinant hK5, fluorogenic AMC substrate cleavage. inhibition, % at 5 µM. hit rate 0.59% among 210,000;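 active means inhibition of 40% or more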;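 further: 0% = enzyme controls without compound and 100% = no-enzyme blanks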
Furin inhibitor: blocks human furin protease activity; P09958; purified furin, fluorogenic substrate cleavage; inhibition, % at 30 µM; hit rate 0.061% among 220,000; AID 463115; in the data active means inhibition above about 25%; further: inactives centre near -15
Thrombin inh: inhibitors of human thrombin. P00734. alpha-thrombin, Boc-VPR-AMC fluorogenic substrate cleavage. inhibition, % at 5 µM. hit rate 0.26% among 220,000. AID 1046;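 active means inhibition at or above 40%; inactive means inhibition below 40%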;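 further: 0% = enzyme with no compound and 100% = wells without enzyme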
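Material: Human alpha-thrombin protein | Buffer or medium: pH 7.5 Tris-saline with Tween 20 | Reagent: Boc-VPR-AMC substrate, 15 µM final | Schedule: Reaction at ambient temperature | Detection: AMC fluorescence at 355 nm excitation and 460 nm emission | Evaluation: Percent inhibition scaled between no-compound controls and no-enzyme blanks | Controls: no-compound enzyme wells and no-enzyme blanks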
* = called active by the depositor; . = no result given; [ ] = dose if it differs, or a comment.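 How the source made its calls, unless noted: active means inhibition above about 30% (limit read from the data); inactive means the rest.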

SMILES	eIF4E-4G inh	EBV gp42 inh	p47phox inh	14-3-3 Bad PPI	KCC2 mod	Rad51 HR inh	hK5 inh	Furin inhibitor	Thrombin inh
Cc1ccc(S(=O)(=O)N2CCN(CC(=O)NC3CCCc4ccccc43)CC2)c(C)c1 (stereo not drawn)	0	-52	-1	-2[fluorescence artefact?]	-0.32	-1	-2	-8[20 µM]	4
COc1ccc(NC(=O)Nc2nnc(C(C)C)s2)cc1	0	-7	-12	-15	-0.39	-5	4	-13	1
CCCCOC(=O)Nc1ccc(S(=O)(=O)Nc2nccs2)cc1	-4	-7	-4	-2	0.18	.	2	-19	1
COc1ccc(C/C(C)=N/NC(=O)c2ccncc2)cc1	-3	0	2	10	-0.0037	.	-18	-25	-3
CC1=CN2C(=N)/C(=C/c3ccc(C)o3)C(=O)N=C2S1	2	-19	-26	6	8.8*	-4	-2	-7	-4
Cn1c(C(=O)N(Cc2ccccc2)Cc2cccs2)cc2sccc21	0	-1	-7	2	-0.14	5	3	-14	0
COc1ccc(C(=O)N2CCN=C2c2ccccc2)cc1OC	-6	-5	-6	-7[fluorescence artefact?]	0.62	-2	-10	-14	4
C=CCSc1nc2ccccc2n1Cc1nnc(-c2cccs2)o1	-10	12	0	20	-0.33	-8	-3	-6	0
Nc1c(Cl)ncnc1N/N=C/c1ccncc1	9	-14	-16	-2	-1	-6	12	-20	-4
O=C(N1CCN(c2ccccn2)CC1)C(Cl)(Cl)Cl	2	0	-5	6	0.44	.	-11	-8	1
Cc1ccccc1C(=O)NC(C(=O)Nc1nc2c(s1)CCCC2)C(C)C (stereo not drawn)	6	-8	-23	4	0.52	.	-2	-3	3
COC(=O)c1ccc(N2CCCCC2)c(N)c1	1	-23	-8	-7	-0.044	13	-7	-24	-5

The final 4 records of the part above come first, to join the parts:
SMILES	eIF4E-4G inh	EBV gp42 inh	p47phox inh	14-3-3 Bad PPI	KCC2 mod	Rad51 HR inh	hK5 inh	Furin inhibitor	Thrombin inh
Nc1c(Cl)ncnc1N/N=C/c1ccncc1	9	-14	-16	-2	-1	-6	12	-20	-4
O=C(N1CCN(c2ccccn2)CC1)C(Cl)(Cl)Cl	2	0	-5	6	0.44	.	-11	-8	1
Cc1ccccc1C(=O)NC(C(=O)Nc1nc2c(s1)CCCC2)C(C)C (stereo not drawn)	6	-8	-23	4	0.52	.	-2	-3	3
COC(=O)c1ccc(N2CCCCC2)c(N)c1	1	-23	-8	-7	-0.044	13	-7	-24	-5
CN1C(=O)c2ccccc2C(C(=O)NCc2ccco2)C1c1c[nH]c2ccccc12 (stereo not drawn)	0	-2	-11	-3	.	3	-10	-16[20 µM]	-7
CCCC(=O)Nc1ccc(NC(=O)c2cccc(OC)c2)nc1	2	0	-7	42	0.28	-3	39	-20	-1
Cc1ccc2oc(=O)c3cnn(CC(=O)N(CCCN4CCOCC4)Cc4ccco4)c3c2c1	1[fluorescence artefact?]	-14	-3	13[fluorescence artefact?]	-0.015	0	-6	-20	0
COc1ccc(C)cc1NC(=O)C(=O)NNC(=O)c1ccco1	-12[fluorescence artefact?]	-7	-4	-4	21*	-5	-39	-18[20 µM]	-7
COCCNC(=O)c1onc(CSc2ccncc2)c1C(=O)NCCOC	-1	-20	-14	-4	1.2	5	2	-33	0
Cc1ccc(OCCSc2nc(N)cc(N)n2)cc1	0	-4	-5	38	0.067	-2	-22	-16	0
COc1ccc(NC(=O)CN2CCN(c3ccc(Cl)cc3)CC2)c(OC)c1	-4	-5	-5	-12	-0.0076	1	22	-13	-6
CCCn1nc(C(=O)NCCc2ccc(S(N)(=O)=O)cc2)c2ccccc2c1=O	-2	-13	-7	1[fluorescence artefact?]	0.97	-3	10	-22	-6
N#CC1(NC(=O)CN2CCN(S(=O)(=O)c3ccccc3F)CC2)CCCC1	-1	-13	-4	1	1.5	1	-1	-19	-2
CCCSc1ncc(Cl)c(C(=O)Nc2ccc(S(=O)(=O)N3CC(C)OC(C)C3)cc2)n1 (stereo not drawn)	-1	-2	-4	4	.	6	-8	-14[20 µM]	-2
CNC(=O)NC(=O)COc1c(F)c(F)cc(F)c1F	-6	5	-2	-3	0.58	1	-3	-19	-9
Cc1cccc(N2CCN(C(=O)CCS(=O)(=O)c3ccc(Br)cc3)CC2C)c1 (stereo not drawn)	-3	8	2	23	0.74	2	-7	-23	18
CCn1c(SCC(=O)Nc2c(C#N)cnn2-c2ccccc2)nnc1-c1cccs1	-3	-9	9	4	-0.34	12	-7	-29	-6
O=c1c(-c2nn[nH]n2)coc2ccc(Cl)cc12	1	-13	-5	2	-2.1	14	-8	-13	1
O/C(=C\c1ccc2ccccc2n1)c1ccc(O)cc1O	-4	-18	-16	-7	-5.1*	-175	2	-17	0
CCOc1ccc2cc(C(=O)c3ccccc3)c(=O)oc2c1	4	-12	0	12	0.082	7	-13	-1	-4
COc1ccc(N2CCN(C(=O)CSc3nc4c(c(=O)n(C)c(=O)n4C)n3C(C)C)CC2)cc1	0	-5	-10	-3	0.46	-7	0	-16	-6
COc1ccc2ccccc2c1/C=N/NC(=S)NCCN1CCOCC1	-6	-3	2	-8	-0.043	7	4	-4	2
CC(C)c1ccc(NC(=O)CNCC(c2ccccc2)N(C)C)cc1 (stereo not drawn)	1	-6	-5	29	0.75	-1	-16	-23	-4
Cc1noc(/C=C/c2nn(C)cc2Cl)c1[N+](=O)[O-]	3	-11	-5	-1	1.2	0	12	-5	-2
O=C(O)CCC(=O)N1CCc2cc(S(=O)(=O)NC3CCCC3)ccc21	.	-23	-1	.	0.33	7	-3	-20	4
O=S1(=O)N=C(Oc2cccc3ccccc23)c2ccccc21	14	3	20	86*	0.57	0	-10	-20[20 µM]	-2
COc1ccc(Cc2c(C)nc(N)nc2Cl)cc1	6	20	-19	10	-0.62	1	-6	-10	-2
CCN(CCCNC(=O)C1CCC(=O)N1C(C)C)c1cccc(C)c1 (stereo not drawn)	2	0	0	-9	0.28	1	10	-15[20 µM]	4
Cc1ccc(-c2cc(-c3ccco3)c(C#N)c(=O)[nH]2)cc1	14	48	-31	26	0.014	-149	-2	-25	-7
N#Cc1ccc(-c2ccccc2)nc1Sc1ccc(F)cc1	-6	-15	-9	-3	.	-1	-12	-17[20 µM]	0
CC(C)(C)N1CC(c2nc3ccccc3n2Cc2ccc(Cl)cc2)CC1=O (stereo not drawn)	-1	5	-9	6	.	-8	8	-14[20 µM]	0
CCC(NS(=O)(=O)c1cnn(CC)c1)c1ccccc1 (stereo not drawn)	1	-5	-5	0	0.078	2	2	-10	-4
CCC(=O)Nc1cccc(NC(=O)COc2ccc(OC)cc2)c1	-3	-21	-3	2	-0.99	4	3	-14[20 µM]	-2
NC(=O)[C@@H]1CCCNc2c(I)cc([N+](=O)[O-])cc2C(=O)N[C@@H](CO)C(=O)N[C@@H](Cc2ccc(O)cc2)C(=O)N1	1	-12	-26	-4	-1.2	10	-9	-11	4
CCOC(=O)c1c(NC(=O)CSc2ccccc2C(=O)O)sc(C)c1C	-3	-14	3	1	-3.3	5	-5	-21	-9
O=C1CC(C(=O)N(c2ccc(F)cc2)C(C(=O)NC2CCCC2)c2ccccn2)CS1 (stereo not drawn)	-9	-6	0	10[fluorescence artefact?]	0.17	-1	-31	-17[20 µM]	-5
Cc1cc(C)c2c(CC(=O)NN(C)C)coc2c1	-4	-3	-3	-12	1.1	.	.	-23	-2
CCC(C(=O)N1CCc2ccccc2C1)n1nc(C)n2c(cc3occc32)c1=O (stereo not drawn)	-4[fluorescence artefact?]	4	-7	-8	-1.2	4	-3	-18	4
Cc1c(Cl)cccc1NC(=O)N1CCCN(c2nc(-c3ccccc3)ns2)CC1	-2	-8	-24	-8	.	4	-3	-15	-8
O=C1NC(=O)C2C3c4ccccc4C(c4ccccc43)C12 (stereo not drawn)	-6	-9	-3	3[fluorescence artefact?]	-0.18	2	-17	-21	-4
FC(F)(F)c1cccc(OCCN2CCN(Cc3ccccc3)CC2)c1	-1	11	-21	36	-0.35	-3	-10	-20	-6
CCCCCC(C)NC(=O)c1ccoc1C (stereo not drawn)	-3	2	-8	2	.	1	-6	-26[20 µM]	-5
O=C(Cn1cnc2c(nnn2-c2ccccc2)c1=O)N1CCC(Cc2ccccc2)CC1	0	-3	-16	2	-1.9	-2	-24	-10	-1
CCCN(CCC)C(=O)Cn1c(=O)c2sccc2n2c(=S)sc(-c3ccccc3)c12	0	-25	-233	-2	-0.34	.	2	-35	3
CCCN(CC1CC1)S(=O)(=O)c1ccc(S(N)(=O)=O)cc1	-1	-16	-17	6	1.8	1	-9	-7	-2
O=c1c2ccccc2nnn1CSc1ncnc2ccccc12	8	-8	-10	12	.	-1	6	-27	3
CCc1ccc(N2CC(C(=O)OCC(=O)Nc3cc(C)on3)CC2=O)cc1 (stereo not drawn)	4	-18	-6	2	-0.41	-6	-13	-17[20 µM]	2
O=C(COC(=O)CCCSc1nc2ccccc2[nH]1)NC(=O)NC1CCCC1	0	-9	0	4	-0.9	-2	-8	-17[20 µM]	-6
CCCCn1c(O)c(N=NC(=O)c2ccncc2)c2cc(Br)ccc21	-6	2	-1	-2	0.54	3	1	-18	0
CCCCc1[nH]c(=O)c(C#N)c2c1CCCC2	-8	-6	-2	8	-2	-4	-6	-3[20 µM]	3
CCOc1ccc(CCNC(=O)c2[nH]c(C)c(C(C)=O)c2C)cc1OCC	2	0	-10	-25	-0.3	17	5	-33	-9
COc1ccccc1-c1cc(-c2cc(Cl)ccc2O)n[nH]1	-7	-22	-10	-4	.	-13	-11	-24	3
Cc1cccc(Nc2nnc(SC/C(O)=C(\C#N)c3nc4ccccc4[nH]3)s2)c1C	-2	12	-59	-7	-3.2	-32	-62	-18	-3
CCCCCCOC(=O)C(C#N)c1nc2ccccc2nc1N1CCN(CC)CC1 (stereo not drawn)	-3[fluorescence artefact?]	-18	-21	-18	.	-6	-16	-3	3
O=C(CN1C(=O)c2ccccc2S1(=O)=O)N1CCOCC1	-1	-15	-1	-2	-0.0021	.	13	-25[20 µM]	-6
Cc1ccc(/C=C/c2nc3ccccc3s2)s1	1	-84	-40	78*	1.1	-12	-24	-5[20 µM]	-5
CC(=O)n1nc(-c2ccc(Cl)cc2)nc1NCc1ccco1	-1	-19	-2	2	1.9	0	1	-12[20 µM]	47*
Cc1ccc(S(=O)(=O)NCC(C)NS(C)(=O)=O)cc1 (stereo not drawn)	2	3	4	20	1.3	-2	1	-4[20 µM]	-6
COC(=O)c1cccc(-c2ccc(C(c3c(C)[nH][nH]c3=O)c3c(C)[nH][nH]c3=O)o2)c1	-1	-26	-12	-20	.	9	3	-31	0
CCc1nnc(NS(=O)(=O)c2ccc(NC(=S)NC(=O)/C=C/c3ccccc3)cc2)s1	2[fluorescence artefact?]	-5	-62	9[fluorescence artefact?]	-2.5	-2	-1	-9	2
Cc1cc(C)n(C(=O)CNC(=O)Cc2ccccc2)n1	6	-12	-9	6	0.054	4	1	-28	-3
O=c1c2c3c(sc2nc2n1CCCCC2)CCCC3	2	-5	-41	3	0.057	-6	-9	-22	1
